# Screening data deposited in PubChem by several laboratories.
# NPR2 activator – GC-B (human) receptor activation | HEK293-GC-B cells, CNP EC30, cGMP TR-FRET; 0% at EC30 CNP, 100% saturating CNP | activation, % at 10 µM | actives 0.11% (n = 370,000) | AID 1920062;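 active = activation at 10 µM reaching about 35% in either raw or pattern-adjusted values, limit read from the data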
# LEDGF integ inh – blocks HIV-1 LEDGF/p75-dependent DNA integration. TR-FRET IN-LEDGF/p75 DNA integration, Eu/Cy5. inhibition, % at 3.7 µM. actives 0.64% (n = 370,000);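 active = inhibition above the screen-wide mean plus 3 SD, cut at about 13% in these data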;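 note: signal is the Cy5 over europium emission ratio at 671 and 618 nm; 0% = plate median of compound wells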
# HTRA1 inhibitor – HTRA1 (human) protease inhibition; actives 0.5% (n = 340,000); recombinant HTRA1, FP-rhodamine activity-based probe, fluorescence polarization; Q92743; inhibition, % at 5.96 µM; in the data active = inhibition above about 36%;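 note: 0% = enzyme with DMSO and 100% = wells lacking enzyme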
# Target sequence (Q92743 whole entry, looked up): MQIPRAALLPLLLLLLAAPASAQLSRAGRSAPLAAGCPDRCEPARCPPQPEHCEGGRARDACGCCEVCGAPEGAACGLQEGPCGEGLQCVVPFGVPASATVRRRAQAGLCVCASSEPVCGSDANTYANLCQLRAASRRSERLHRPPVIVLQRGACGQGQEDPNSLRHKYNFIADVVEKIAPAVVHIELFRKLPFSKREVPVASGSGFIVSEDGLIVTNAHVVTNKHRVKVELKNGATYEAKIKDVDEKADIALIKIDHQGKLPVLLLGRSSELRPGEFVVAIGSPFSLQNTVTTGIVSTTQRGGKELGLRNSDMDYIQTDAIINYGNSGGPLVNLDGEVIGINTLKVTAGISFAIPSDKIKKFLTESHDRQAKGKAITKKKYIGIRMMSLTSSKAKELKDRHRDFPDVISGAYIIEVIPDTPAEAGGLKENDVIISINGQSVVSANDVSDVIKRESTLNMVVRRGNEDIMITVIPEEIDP
# MBD2 DNA inh – blocks human MBD2 binding to methylated DNA; Q9UBB5; AID 686964; inhibition, % at 4.4 µM; actives 0.31% (n = 370,000); TR-FRET, MBD2 binding to methylated oligonucleotide; in the data active = inhibition above about 13%
# TCR CD3 inh – blocks the human TCR-CD3 interaction | TAMRA-labeled TCR probe fluorescence, biochemical | inhibition, % at 9.4 µM | actives 0.37% (n = 360,000) | AID 651800; in the data active = inhibition above about 19%;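 note: recombinant mutant TCR 2C K166C tagged with TAMRA read by polarization; 0% = receptor in buffer alone and 100% = receptor with positive control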
# SIAE primary – inhibitors of human sialic acid acetylesterase SIAE. inhibition, % at 9.66 µM. AID 1053197. SIAE FP-Rh probe binding, fluorescence polarization. actives 0.69% (n = 370,000);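 active = inhibition above a cutoff: mean of compounds within the control limits plus 3 SD of those, cut at about 17% in these data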;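 note: 0% = plate median of compound wells and 100% = probe without SIAE protein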
# mABHD4 FP – inhibitors of mouse ABHD4 | Q8VD66 | purified mABHD4, FP-Rh probe fluorescence polarization | inhibition, % at 8.92 µM | actives 0.54% (n = 370,000) | AID 720543;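 active = inhibition exceeding the mean over every tested compound plus 3 SD, cut at about 30% in these data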;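 note: 0% = plate median of compound wells and 100% = S159A mutant with DMSO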
# Target sequence (Q8VD66 whole entry, looked up): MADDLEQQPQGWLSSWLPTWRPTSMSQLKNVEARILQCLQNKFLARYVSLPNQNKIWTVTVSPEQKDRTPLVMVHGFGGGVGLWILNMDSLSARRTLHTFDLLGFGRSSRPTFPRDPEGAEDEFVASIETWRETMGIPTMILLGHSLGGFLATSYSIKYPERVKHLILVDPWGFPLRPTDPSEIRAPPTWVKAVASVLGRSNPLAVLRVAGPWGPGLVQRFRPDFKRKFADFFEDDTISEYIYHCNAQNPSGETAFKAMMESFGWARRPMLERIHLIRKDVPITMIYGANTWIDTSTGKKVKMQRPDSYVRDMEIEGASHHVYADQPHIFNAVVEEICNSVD
#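 System: mouse ABHD4 enzyme, wild type / Medium: HEPES pH 7.0, NaCl, Pluronic buffer / Reagent: FP-Rh activity-based fluorescent probe / Control set: S159A mutant high control, sample median low control / Detection: fluorescence polarization with parallel and perpendicular emission, 525/598 nm / Schedule: 45 min + 60 min at 25 °C / Compound dosing: 8.92 µM, single dose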
# rCAG binder – molecules binding r(CAG) RNA repeats. r(CAG) RNA repeat, TO-PRO-1 dye displacement fluorescence. inhibition, % at 3 µM. actives 1.3% (n = 370,000). AID 651821;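 active = inhibition above the plate cutoff, the mean of all test compounds on that plate plus 3 SD, cut at about 35% in these data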;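 note: 0% = DMSO alone and 100% = 100 µM mitoxantrone as full dye displacement; higher means more dye released from RNA so lower well fluorescence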
# TDP2 absorb – blocks human TDP2 phosphodiesterase activity; recombinant TDP2, T5PNP hydrolysis, p-nitrophenol absorbance 415 nm; inhibition, % at 12.8 µM; actives 0.34% (n = 370,000); AID 720702;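 active = inhibition above the mean of all tested compounds plus 3 SD, set per campaign, cut at about 25% in these data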;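 note: 0% = DMSO with enzyme and 100% = buffer with substrate but no TDP2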
#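 Material: recombinant human TDP2; quantity: TDP2 enzyme at 120 nM final; medium: Tris-HCl pH 7.5 with MgCl2; compound: single concentration, 12.8 µM nominal, with 1% DMSO; incubation: 2 h enzyme incubation at 37 °C; signal: epi absorbance; measure: percent inhibition; benchmarks: high control without enzyme, low control DMSO plus TDP2; repeats: singlicate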
# PRMT1 FP inh – PRMT1 (human) inhibition, primary screen. recombinant PRMT1, activity-based probe fluorescence polarization. inhibition, % at 2.79 µM. AID 652257. actives 1.3% (n = 370,000). Q99873;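 active = inhibition above about 21% made by adding two undisclosed values, limit read from the data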
# An asterisk follows results filed as active; . = not tested or not shown. An excerpt; the hit share may differ from the screen's.
SMILES,NPR2 activator,LEDGF integ inh,HTRA1 inhibitor,MBD2 DNA inh,TCR CD3 inh,SIAE primary,mABHD4 FP,rCAG binder,TDP2 absorb,PRMT1 FP inh
CCS(=O)(=O)N1CCN(S(=O)(=O)c2ccc(F)cc2)CC1,1,0,5,-7,-1,9,-7,4,-12,2
Cc1ccnc(NC(=O)CCCc2c[nH]c3ccccc23)c1,-10,-2,-1,2,9,4,-4,0,1,-2
COC(=O)c1sccc1NC(=S)Nc1ccc(F)cc1,-2,-1,-2,3,0,3,0,0,6,-1
Brc1ccccc1-c1nnc(CSc2nnnn2-c2ccccc2)o1,-4,3,-17,1,0,-3,5,7,-4,0
CCC(=O)N(Cc1ccc(S(N)(=O)=O)cc1)C1CC(=O)N(c2ccccc2)C1=O (centres undefined),5,3,8,-5,4,2,9,-2,7,1
CCNS(=O)(=O)c1ccc(NC(=O)c2cncc(Br)c2)cc1,-4,2,-3,-1,5,6,-6,3,1,2
CCC(C)Sc1nc2c(c(=O)[nH]c(=O)n2C)n1CC(O)COc1cccc2ccccc12 (centres undefined),-8,-2,-3,-9,5,4,-8,0,-10,-1
OC(c1ccccc1)(c1ccccc1)c1nccc2ccccc12,-8,-2,-9,3,-5,-6,-8,34,-6,-1
COCCN1C(=O)N(C)[C@@H](c2ccccc2)C(C(C)=O)=C1C,6,-1,-7,1,0,3,1,1,13,0
COc1ccc(/C=C/C(=O)Nc2ccc3c(c2)CCC3)cc1OC,-4,2,-29,-3,-13,-1,-16,3,-1,0
CCOc1ccc(Nc2nc(N)nc(CN(C)C3CCCCC3)n2)cc1,1,0,3,0,5,4,3,-4,-13,-1
CC(C)(C)OC(=O)C[C@@H]1C/C=C\C[C@@H](CC(=O)N(CCO)Cc2ccccc2)C(=O)N2CCC[C@@H]2COC1=O,2,1,-2,6,-4,5,5,-11,-2,-1
Oc1ccc(Oc2ncc(Cl)cc2Cl)cc1,2,2,-4,-3,-1,2,-4,-2,0,-2
CS(=O)(=O)N(C(=O)NC(=O)NC1CCS(=O)(=O)C1)C1CCCCC1 (centres undefined),3,-2,1,0,-6,-5,0,-2,-1,-2
CO[C@H]([C@H](C)/C=C/N(C)C=O)[C@@H](C)C(=O)CC[C@H](C)[C@H](O)[C@H](C)[C@H]1OC(=O)/C=C/C(C)=C/C[C@H](O)C[C@@H]2C=CC[C@@H](C[C@H](OC)[C@@H](CO)[C@@H](OC)C[C@@H](OC)[C@@H]1C)O2,-28,3,.,-7,.,5,1,.,-21,0
O=C(NCCC1=CCCCC1)C1COc2ccccc2O1 (centres undefined),-3,1,-7,-4,6,3,4,-1,9,-1
COc1cccc(/C=N/Nc2cc(N3CCOCC3)ncn2)c1O,1,-6,10,-5,-4,8,13,4,-15,-3
Cc1ccc(C(=O)N2CCN(Cc3ccccc3)CC2)o1,3,4,-3,-3,-2,-2,1,-3,-5,-3
CC(C)OCCCNc1ncc2c(n1)CC(c1ccccc1)CC2=O (centres undefined),-8,-1,-1,8,0,7,11,-3,2,6
Cc1c(Cl)cccc1NC(=O)CSCc1cc(=O)[nH][nH]1,7,2,9,0,-4,3,16,27,9,28*
O=[N+]([O-])c1cccnc1N1CCC(c2cc(-c3cccc(C(F)(F)F)c3)n[nH]2)CC1,-8,-2,-40,-1,-6,-17,-22,-1,-11,1
O=C(CN1c2ccccc2Sc2ccccc21)N/N=C/c1ccc(Cl)cc1Cl,3,-3,-3,7,1,8,17,-1,9,10
CC(C)OC(=O)c1sc2nc(-c3ccccc3)ccc2c1N,-2,-3,-16,0,-6,-5,0,9,4,10
CCN(C(=S)NCc1ccccc1)c1cccc2ccccc12,-9,2,-34,4,11,-6,-12,-6,-13,-9
CCOC(=O)C1CCN(C(=O)CCc2nc3ccccc3[nH]2)CC1,5,-3,-4,6,1,-2,6,3,-5,0

# A different layout for four compounds above.
Molecule	NPR2 activator	LEDGF integ inh	HTRA1 inhibitor	MBD2 DNA inh	TCR CD3 inh	SIAE primary	mABHD4 FP	rCAG binder	TDP2 absorb	PRMT1 FP inh
O=C(CN1c2ccccc2Sc2ccccc21)N/N=C/c1ccc(Cl)cc1Cl	3	-3	-3	7	1	8	17	-1	9	10
CC(C)OC(=O)c1sc2nc(-c3ccccc3)ccc2c1N	-2	-3	-16	0	-6	-5	0	9	4	10
CCN(C(=S)NCc1ccccc1)c1cccc2ccccc12	-9	2	-34	4	11	-6	-12	-6	-13	-9
CCOC(=O)C1CCN(C(=O)CCc2nc3ccccc3[nH]2)CC1	5	-3	-4	6	1	-2	6	3	-5	0

# Next part.
SMILES,NPR2 activator,LEDGF integ inh,HTRA1 inhibitor,MBD2 DNA inh,TCR CD3 inh,SIAE primary,mABHD4 FP,rCAG binder,TDP2 absorb,PRMT1 FP inh
COc1cc(C(O)c2nc(-c3cccc4cccnc34)cs2)ccc1F (centres undefined),-1,-1,.,2,-2,0,-8,2,2,0
COc1ccccc1NC(=O)C(C/C=C(/C)Cl)C(C)=O (centres undefined),1,-2,2,7,2,3,-2,0,-9,-2
COC(=O)c1nccc2c1[nH]c1ccccc12,2,-2,0,-4,0,1,3,2,2,-1
O=C(O)c1cccc(Sc2cc(Cl)ccc2C(=O)O)c1,1,2,4,13*,-5,0,2,0,6,4
CCOc1ccc(CN(C)C(C)C(=O)NCc2ccccc2)cc1 (centres undefined),4,-3,7,3,-4,-3,0,-10,3,-1
O=C(CN1CCOCC1)Nc1cccc(S(=O)(=O)N2CCCCCC2)c1,1,5,2,2,-5,-6,5,-6,-13,-3
Cc1ccc(S(=O)(=O)NCCN(CCNS(=O)(=O)c2ccc(C)cc2)S(C)(=O)=O)cc1,-5,1,0,-3,0,-1,1,3,7,2
O=C(C1CCCN(S(=O)(=O)c2ccccc2[N+](=O)[O-])C1)N1CCN(c2ccccc2)CC1 (centres undefined),-4,2,-1,0,-2,3,0,-3,4,0
O=S(=O)(c1cccc(S(=O)(=O)N2CCCC2)c1)N1CCCCC1,3,-10,-6,3,-8,0,7,-2,-17,1
COc1cc(C(=O)c2c(C)c(CCC#N)n3ccccc23)cc(OC)c1OC,2,7,3,-2,2,-3,-1,-2,-11,-1
Nc1[nH][nH]c(=O)c1N=Nc1ccccc1,-6,-1,-2,-30,6,0,3,4,6,-8
CCc1nn(C(C)C(=O)N2CCN(Cc3ccccc3)CC2)c(=O)c2cc3occc3n12 (centres undefined),-21,-6,0,-1,-4,-4,-6,-1,-5,-2
Cc1ccccc1C(=O)NC1CC2CCCC(C1)N2Cc1ccc(Cl)cc1 (centres undefined),-6,0,-3,-1,-4,-10,-11,1,-15,2
COc1cccc(C(=O)C2CCCN(Cc3cccn3-c3ccccn3)C2)c1 (centres undefined),-13,0,5,1,8,6,-5,5,-3,-1
N#CCOc1ccccc1/C=N/n1nnnc1N,-3,1,-4,-1,2,-11,-3,4,1,1
Cc1ccc(C(C)C)c(OCCNCc2ccccc2)c1,-18,2,2,3,2,2,11,-11,-15,-3
CSc1nc(-c2ccc(Cl)cc2)nn1C(=O)c1ccccc1,8,1,6,2,2,6,2,-1,-16,-3
CSc1ccc(C(=S)N2CCN(C)CC2)cc1,4,1,12,3,-1,0,0,-4,19,19
COc1ccc(C(=O)COC(=O)C2CCCN2C(=O)C23CC4CC(CC(C4)C2)C3)cc1 (centres undefined),0,-2,-10,-1,4,1,1,0,-5,3
Cc1ccc(CNC(=O)c2c(C)cc(=O)oc2C)cc1,5,6,2,-1,2,-15,-2,-1,-8,0
Cc1cc([N+](=O)[O-])nn1CCCC(=O)NC1CCCCC1,-4,1,3,3,0,-8,-1,-6,10,-1
CC(C)c1ccc(NC(=O)Nc2nnc([C@H]3C[C@H](O)[C@@H](CO)O3)s2)cc1,-3,0,.,-1,2,-7,-6,14,-8,-2
CCN(Cc1ccccc1)C(c1cccs1)c1nnnn1C1CCCCC1 (centres undefined),-10,-2,1,2,-4,0,6,-4,10,-2
Nn1c(C2CCC2)nc2ccccc2c1=O,3,3,2,6,0,0,2,-2,-6,-7
COc1ccc(C2=NS(=O)(=O)N(C)C(C(=O)N3CCOCC3)=C2)cc1,5,-4,-12,2,-2,-3,6,4,4,7
# Later entries.
SMILES,NPR2 activator,LEDGF integ inh,HTRA1 inhibitor,MBD2 DNA inh,TCR CD3 inh,SIAE primary,mABHD4 FP,rCAG binder,TDP2 absorb,PRMT1 FP inh
COc1ccccc1CCNC(=O)C(=O)NCC1OCCN1C(=O)c1ccc(Cl)cc1 (centres undefined),6,0,-3,4,5,3,2,-6,-2,1
CCOc1ccc2c(c1)C(c1cccs1)=NNC(c1cccnc1)=N2,-1,7,-1,-6,3,0,-4,2,-10,2
Cc1nn(-c2ccccc2)c2c1C1(C(=O)N3c4c(cccc41)C(C)CC3(C)C)C(C#N)=C(N)O2 (centres undefined),6,0,-13,-11,-4,2,9,4,-14,4
C=CCn1c(SCC(=O)N2N=C(c3ccco3)CC2c2ccco2)nnc1-c1ccncc1 (centres undefined),4,-3,-2,0,-1,2,10,-4,3,3
C=CCc1cccc2cc(C(=O)NC)c(=O)oc12,2,9,-3,-6,3,-1,4,-2,1,-1
COc1ccc(OC)c(C(=O)Cn2nnc(-c3ccc(N4CCOCC4)cc3)n2)c1,4,0,-2,0,4,-1,-1,3,13,0
CCC1(CC)C(=O)N(C)C(=O)NC1=Nc1ccc(OC)cc1,4,0,7,-1,1,-1,7,-1,-10,-1
CN(Cc1ccc(C(C)(C)C)cc1)C(=O)C1CSC2(C)CCC(=O)N12 (centres undefined),2,-1,4,-2,10,5,7,0,-2,-2
O=C(Nc1ccc(N2CCOCC2)c(F)c1)c1ccncc1,0,0,4,2,1,2,1,2,7,-1
O=C1CCCC2=C1C(c1ccc(Cl)cc1)N1C(=O)CCSC1=N2 (centres undefined),4,3,-11,-1,-6,-1,-11,4,-9,2
COc1ccc(C2SCC(=O)N2c2ccc(F)cc2)cc1 (centres undefined),-18,2,-4,1,9,1,2,0,3,3
Cc1cccc(/C(N)=N/OC(=O)c2ccc(Br)o2)c1,-5,3,-12,0,6,1,4,2,4,-4
Cc1ccc(OCC(=O)N/N=C\c2ccc(C)o2)c(C)c1,-1,-1,-5,-3,-4,-1,-10,-5,12,-3
CCc1nc2ccc(C(=O)NCCNC(C)=O)cn2c1N(CC)Cc1cccc(Br)c1,6,-2,.,-3,4,1,3,1,8,-3
COc1ccc(C2(CNC(=O)c3cccc([N+](=O)[O-])c3)CCCCC2)cc1OC,-7,-2,-2,-3,6,8,-3,-3,-10,-3
COc1ccc(NC(=O)Nc2ncn(Cc3cccc(C(F)(F)F)c3)n2)cc1OC,-3,3,0,1,-6,4,3,-3,-3,2
CCOC(=O)[C@]12CCCC=C1N(Cc1ccc3c(c1)OCO3)C(=O)[C@H](CC(=O)NCc1ccc(OC)c(OC)c1)C2,3,1,.,-4,0,5,0,1,-1,-2
CCn1c(SCc2ccc(C(C)(C)C)cc2)nnc1-c1ccc(C(C)(C)C)cc1,3,0,.,-1,.,2,0,-2,0,1
